# human PMI inhibition = inhibitors of human PMI, primary screen, biochemical, fluorescence intensity, coupled assay (AID 1209); purified PMI enzyme, coupled fluorescence intensity; higher % means a stronger effect; one-dose inhibition, % at 20 µM; IC50 in µM for titrated hits; 190,000 compounds, 0.42% hits; in the data active = inhibition above about 50%;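 also: plate controls were DMSO vehicle for no effect and wells lacking substrate for full effect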
# Dynein cargo inh = inhibitors of GR-EGFP nuclear translocation, primary screen, dynein cargo transport inhibitor project, imaging, high-content, 3617.4 mouse cells; test concentration mostly 20 µM; stimulated with dexamethasone, 1 µM; active compounds read low; z-score, hits read low; 220,000 compounds, 0.47% hits; AID 1381, 2008;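 active = plate z-score of nuclear minus cytoplasmic receptor signal below a set negative limit, without overly bright fluorescence or cell loss, cut at about -3.5 in these data, passing the limit was not always enough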;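 also: z-score of nuclear minus cytoplasmic ring GR-EGFP intensity difference per well; some compounds called inactive have numbers as strong as hits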
#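 Buffer or medium: tetracycline-free induction medium containing charcoal-stripped FBS / Reagent: dexamethasone agonist, 1.0 µM final, for 30 min / Technique: automated 10x imaging of fixed Hoechst-stained cells / Times: induction 48 h, compound 1 h, agonist 30 min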
# Hep lipid drop = inhibitors of hepatocyte lipid droplet formation, primary screen, imaging, high-throughput imaging, BODIPY stain; AID 1656, 2009; 240,000 compounds, 0.4% hits; AML12 mouse hepatocytes, oleate lipid droplets; inhibition, % at 6.5 µM;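 active = lipid droplet intensity inhibited by at least 50%, with more than 500 cells counted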
#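 Assay system: AML12 mouse liver cells | Compound dosing: One dose, 6.5 µM compound | Read-out basis: Droplet intensity reduction, % inhibition | Measured by: Fluorescence imaging, 20x objective, two fields per well | Schedule: Overnight treatment with compound plus oleate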
# b-catenin transl = modulators of beta-catenin nuclear translocation, primary screen, imaging, HeLa cells, immunofluorescence, high-content. nuclear translocation activity, % at 5 µM. 190,000 compounds, 0.3% hits. AID 1665, 2009;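 active = nuclear translocation activity above 50% at 5 µM, with a well cell count of 50 or more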;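 also: per-cell ratio of nuclear to cytoplasmic median beta-catenin stain intensity; plate controls were DMSO negative control for no effect and GSK-3 inhibitor IX positive control for full effect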
#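 System: Human HeLa cells, endogenous beta-catenin | Compound dosing: 5 µM primary, 0.02–20 µM confirmation | Timing: 24 h compound exposure at 37°C, 5% CO2 | Measured by: Fluorescence imaging of beta-catenin antibody stain plus DAPI | Read-out basis: % activation of per-cell nuclear versus cytoplasmic median beta-catenin signal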
# T cell modulator = modulators of CD8 T cell-vesicle binding, primary screen, mouse 2C CD8+ T cells, flow cytometry. 2C CD8+ T cell-vesicle binding; active compounds read low. calls only at 7 µM. 330,000 compounds, 0.068% hits. AID 2052, 2009;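 active = response, share of CD8 T cells binding vesicles, and their 90th percentile fluorescence all below set limits, cut at about 80% in these data, passing the limit was not always enough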
#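 Assay system – 2C mouse CD8+ T cells · Also added – QL9-loaded Drosophila micro-vesicles · Timing – Cell–vesicle co-incubation 1.5 h at 37 °C, staining 20 min on ice · Signal – flow cytometry of vesicle-bound cells · Measure – percent CD8+ FL2 mean versus row control · Controls – Peptide-free naked vesicles (low) and QL9 vesicles with 0.7% DMSO vehicle (high)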
# TNAP activators = human TNAP enzyme activators, primary screen, biochemical, luminescent, no phosphate acceptor, uHTS (AID 1001) | Alkaline phosphatase, tissue-nonspecific isozyme (Homo sapiens) | purified TNAP, luminescent activation assay, no phosphate acceptor; higher activation fold means a stronger effect | activation fold at 20 µM; hits with a dose series show EC50 in µM | 200,000 compounds, 0.03% hits; in the data active = activation fold from about 3, or a potency from the dose series; inactive = the rest, 99 in 100 with activation fold below about 1.6; also: many of its hits are not listed in these tables
# Ins promoter up = insulin promoter activators in MIN6 cells, imaging, high-content screening, mouse beta cells; MIN6 insulin promoter-GFP reporter; active compounds read high; 190,000 compounds, 0.3% hits; z-score at 5 µM;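 active = z-score above 3 at 5 µM with at least 500 cells counted in the well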
# MT stabilizer = microtubule stabilizers in HeLa cells, primary screen, imaging, high-content imaging; HeLa tubulin immunostaining HCS, 24 h; share of cells brighter than vehicle mean+2SD; % tubulin-high responders, % at 10 µM; 200,000 compounds, 0.83% hits;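 active = plate Z-score above 3 for both tubulin-high and condensed-nucleus cell shares, with cell loss under 80%, at 10 µM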;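 also: anti alpha tubulin signal scored within the nucleus-defined area of each cell; some results filed as inactive read as strong as hits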
# Myeloid diff MLP = induction of myeloid progenitor differentiation, primary screen, cell-based, flow cytometry, MLPCN library; ER-HoxA9 myeloid progenitors, lysozyme-GFP differentiation; calls only at 10 µM; 360,000 compounds, 1% hits;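 active = normalized GFP-positive differentiation at or above the plate's own cutoff, the solvent-only control mean plus 3 SD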;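 also: cells exposed to compound for four days before flow analysis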
# Dynein cargo inh cytoplasmic EGFP = further read-out of Dynein cargo inh, marked with its call; z-score; measured here: cytoplasmic GR-EGFP intensity; active compounds read high
# Dynein cargo inh nuclear GR-EGFP = also measured in Dynein cargo inh; calls as there; z-score; measured here: nuclear GR-EGFP intensity;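 lower value marks the stronger effect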
# Dynein cargo inh cell count = also measured in Dynein cargo inh; calls as there; z-score; measured here: cell count per field
# Ins promoter up cell count = also measured in Ins promoter up; calls as there; cell count; measured here: cytotoxicity, nuclei count;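 total cells summed across four imaged fields per well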
# Hep lipid drop cells 6.5 µM = second read-out of Hep lipid drop, no call of its own (marks repeat the call); cell count; measured here: cell count, cytotoxicity flag;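 cells counted across two imaged fields per well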
# b-catenin transl cell count 5 µM = second read-out of b-catenin transl, no call of its own (marks repeat the call); cell count; measured here: cell count, cytotoxicity flag
# T cell modulator vesicle-bound % = recorded beside T cell modulator, whose call it bears; double positive events, %; measured here: CD8+ vesicle-bound cell fraction;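 binding gate set so that unloaded-vesicle control wells show 10% double positive cells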
# MT stabilizer Hoechst-high % = second read-out of MT stabilizer, no call of its own (marks repeat the call); % Hoechst-high responders; measured here: nuclear condensation Hoechst responders;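 share of cells brighter than vehicle mean plus two SD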
# MT stabilizer cytotoxicity % = recorded beside MT stabilizer, whose call it bears; toxicity, %; measured here: cytotoxicity by cell density;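 0% = mean cell density of plate MIN control wells and 100% = no cells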
# Myeloid diff MLP GFP+ MAC1+ % = recorded beside Myeloid diff MLP, whose call it bears; GFP+ MAC1+ double positive, %; measured here: differentiation confirmed by MAC1 staining
# * marks the source's active call; other numbers are inactive results; i = inactive; nt = not tested or not shown.
SMILES,human PMI inhibition,Dynein cargo inh,Dynein cargo inh cytoplasmic EGFP,Dynein cargo inh nuclear GR-EGFP,Dynein cargo inh cell count,Hep lipid drop,Hep lipid drop cells 6.5 µM,b-catenin transl,b-catenin transl cell count 5 µM,T cell modulator,T cell modulator vesicle-bound %,TNAP activators,Ins promoter up,Ins promoter up cell count,MT stabilizer,MT stabilizer Hoechst-high %,MT stabilizer cytotoxicity %,Myeloid diff MLP,Myeloid diff MLP GFP+ MAC1+ %
Cc1sc2c(c1C)CN(Cc1ccncc1)CN2C(=O)c1ccco1,14%,-0.39,-0.28,-0.12,2.4,22,753,-3.5,1002,i,26,1.1,0.96,884,2.5,1.3,5.9,i,4.8
O=C(c1ccco1)c1nc2c(n1O)CCCCC2,14%,-2.1,2.5,-0.54,-0.25,18,815,nt,nt,i,17,1.1,0.2,873,1.7,1.1,5.0,i,0.7
CN1C(C)(C)CC(=NOC(=O)c2ccccc2)CC1(C)C,-10%,-0.73,-0.21,0.23,0.68,nt,nt,2.6,1433,i,23,1,0,1572,3.0,2.2,10,i,0.8
ON1C(c2ccc(Cl)cc2Cl)N(O)[C@H]2CCCC[C@H]21 (stereo partly drawn),-34%,2.1,-0.1,1.9,-3,nt,nt,-4.7,898,i,54,1,0.8,1250,6.8,1.2,1.0,i,0.7
O=C(NC(=S)NCC1CCCO1)c1ccccc1Br (stereo not drawn),0%,0.063,-0.24,-0.17,-0.069,-25,561,-0.8,952,i,33,1.2,-0.21,1321,3.1,2.5,5.9,i,1.5
Cc1cccc(-n2ncc3c(Nc4ccc(F)cc4)ncnc32)c1,16%,nt,nt,nt,nt,9,671,-1.7,1060,i,41,1,0.53,1911,nt,nt,nt,i,2.2
CC(C)C1N(C(N)=S)N=CC1(C)C (stereo not drawn),nt,0.15,-0.26,-0.34,0.31,10,699,0.0,1268,i,25,nt,0.11,1095,nt,nt,nt,i,0.5
O=C(CN(C1CCCCC1)S(=O)(=O)c1ccccc1)N1CCCC1,1%,1.9,-0.28,1.8,-1.2,6,670,nt,nt,i,28,1.2,-1.4,1250,4.1,1.6,66,i,0.8
CC(C)(C)OC(=O)N[C@@H](Cc1c[nH]c2ccccc12)c1nnc(SCC(N)=O)o1,6%,-0.19,-0.12,-0.16,0.045,nt,nt,-3.3,1036,i,50,1.1,nt,nt,1.7,1.0,5.3,i,0.9
CO/N=C/c1ccc(N2CCCC2)c([N+](=O)[O-])c1,-3%,-0.46,-0.39,-0.76,0.25,7,685,-2.0,1132,i,45,0.9,0.06,1323,3.9,4.1,1.9,i,0.5
O=C(Nc1ccccc1Cl)OCc1cncs1,6%,-0.022,-0.29,0.16,0.69,-2,668,-2.5,1073,i,34,1.1,-1.2,1663,3.7,1.5,1.6,i,0.3
CCc1cccc(NC(=O)Cn2cccc2)c1,2%,1.5,-0.014,1.3,-2.2,nt,nt,nt,nt,i,48,1.1,0.87,1506,5.5,2.2,3.7,i,0.9
Cc1cc(C(C)C)n2c(nc3ccccc32)c1C#N,0%,-0.54,0.042,0.12,0.22,9,701,-4.3,1110,i,46,1.2,0.53,1212,5.8,4.0,5.3,nt,nt
Cc1ccc(CNC(=O)c2c(C)cc(=O)oc2C)cc1,-6%,0.085,-0.18,0.17,0.17,nt,nt,-2.7,807,i,41,1,0.89,1431,1.7,1.4,8.6,i,5.9
O=Cc1ccc(-c2ccccc2C(=O)O)o1,0%,-1.2,-0.29,-0.42,1.2,-8,715,-0.6,988,i,35,1,-0.17,1528,2.2,1.7,11,i,0.5
Cn1c(SCc2cccc3ccccc23)nnc1-c1ccco1,14%,0.47,-0.25,0.045,0.12,-47,668,1.0,959,i,33,1.1,-2.3,860,2.5,2.6,4.2,i,0.7
O=C(c1ccc(Br)o1)N(c1ccccn1)C1CCCCC1,4%,0.32,-0.25,0.29,-0.6,2,654,-2.6,565,i,67,1,-0.09,1295,2.5,2.4,0.2,i,1.7
COc1ccccc1-c1nc(S(=O)(=O)c2ccc(Cl)cc2)c(N(C)C)o1,1%,1.6,-0.054,1.1,-2.4,-7,725,nt,nt,i,40,1.1,0.36,1397,4.1,2.5,7.8,i,2.4
Cc1cc(-c2n[nH]c(=S)n2Cc2ccco2)nn1C,6%,0.16,-0.21,0.22,0.58,-18,624,1.6,1096,i,28,1,-0.24,1491,2.8,1.5,8.9,i,0.2
Cc1cc(C)cc(N(C(=O)C2CCCC2)C2C=CS(=O)(=O)C2)c1 (stereo not drawn),3%,-0.25,-0.24,-0.084,-0.61,nt,nt,0.1,1329,i,22,1.1,-0.05,1577,2.9,2.4,4.8,i,6.8

# Individual results from the results shown.
# `ON1C(c2ccc(Cl)cc2Cl)N(O)[C@H]2CCCC[C@H]21` (stereo partly drawn) – Myeloid diff MLP GFP+ MAC1+ % = 0.7
# `CC(C)C1N(C(N)=S)N=CC1(C)C` (stereo not drawn) – b-catenin transl = 0.0

# Going on with the list:
SMILES,human PMI inhibition,Dynein cargo inh,Dynein cargo inh cytoplasmic EGFP,Dynein cargo inh nuclear GR-EGFP,Dynein cargo inh cell count,Hep lipid drop,Hep lipid drop cells 6.5 µM,b-catenin transl,b-catenin transl cell count 5 µM,T cell modulator,T cell modulator vesicle-bound %,TNAP activators,Ins promoter up,Ins promoter up cell count,MT stabilizer,MT stabilizer Hoechst-high %,MT stabilizer cytotoxicity %,Myeloid diff MLP,Myeloid diff MLP GFP+ MAC1+ %
Cc1ccc(C)c(S(=O)(=O)Nc2cc(SCC(=O)O)c(O)c3ccccc23)c1,5%,-0.5,-0.14,-0.48,0.16,-3,626,-1.8,948,i,42,0.7,-1.3,646,5.2,1.9,6.3,nt,nt
CCN1CCN(C(=O)c2nn(-c3ccccc3)c(=O)c3ccccc23)CC1,-2%,-0.29,-0.2,-0.15,0.52,49,754,-0.7,1144,i,3,1,-0.1,925,3.9,1.7,9.7,i,7.4
COC(=O)C1Sc2[nH]c(=O)sc2C2c3ccccc3OC(=O)C12 (stereo not drawn),11%,0.31,0.55,0.52,-0.84,nt,nt,0.9,1315,i,22,1.1,0.17,1586,6.2,1.3,3.8,i,0.5
CC(C)[C@H]1C=C(C(=O)O)O[C@@H](OCc2ccc(CO)cc2)C1,nt,-0.62,-0.77,-0.27,0.51,-14,704,-1.4,1213,i,29,nt,0.94,1148,nt,nt,nt,i,1.0
CCCCc1nc(Cl)c(C#N)c2c1CCC2,nt,1.5,0.021,0.72,-1.9,-16,640,-0.4,1288,i,12,nt,0.23,1146,nt,nt,nt,i,0.6
O=C(C[n+]1ccc(/C=C/c2ccccc2)cc1)c1ccc2c(c1)OCCO2,nt,-2.1,-0.0081,-0.46,-0.58,-11,737,4.8,1219,i,18,nt,-1.3,1009,nt,nt,nt,i,0.7
Cc1nnc2sc(SCC(=O)Nc3ccc(Cl)cc3)nn2c1=O,10%,-0.75,-0.15,-0.27,0.35,1,717,0.0,1026,i,39,1.1,0.31,1059,1.8,1.8,3.9,i,0.5
CCOC(=O)C(=O)N(Nc1ccccc1C)c1ccccc1C,nt,0.36,-0.37,0.67,0.38,-4,705,0.3,1496,i,28,1,0.44,1475,1.4,0.9,3.2,i,0.4
O=C(c1cc(COc2ccc(F)cc2Cl)on1)N1CCCC(OCc2cccnc2)C1 (stereo not drawn),4%,-0.37,-0.24,-0.37,0.74,-31,668,0.7,965,i,46,1.1,-0.28,1499,1.7,0.8,3.0,i,0.0
COCCCn1cnc2c(c1=O)c1nc3ccccc3nc1n2CCc1ccccc1,6%,-0.82,-0.21,-0.13,0.68,nt,nt,6.7,1410,nt,nt,1.1,-1.1,1207,2.1,2.1,7.7,i,1.0
CC(C)(Oc1cccc2ccccc12)C(=O)O,12%,0.34,0.17,0.26,1.7,0,790,-0.9,1223,i,58,1.1,1,1217,2.9,2.2,5.1,i,0.5
O=S(=O)(c1ccccc1)c1cnn2c(C(F)(F)F)cc(-c3ccc(F)cc3)nc12,-7%,-0.49,-0.21,-0.75,0.69,nt,nt,nt,nt,i,20,1,nt,nt,0.4,0.1,70,i,0.4
Cc1ccc(-n2nc3c(c2NC(=O)c2cccs2)CSC3)cc1,13%,0.96,-0.089,1.1,-1.5,nt,nt,0.6,1410,i,18,1.1,0.16,1303,4.3,4.3,13,i,5.6
CC(C)CC(=O)Nc1ccc(C(=O)Nc2cccc(O)c2)cc1,5%,0.69,-0.21,0.47,-0.27,21,729,-2.4,913,i,21,1.1,-0.11,1434,2.8,2.0,3.5,i,0.7

# Bioassay records as filed in PubChem.
